From PubChem BioAssay
LMPTP inh = blocks human LMPTP phosphatase. inhibition, % at 20 µM. recombinant LMPTP-A, OMFP fluorogenic substrate, fluorescence intensity. 360,000 compounds, 0.22% hits;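 active means compounds that cut the enzyme signal by at least half of the control window in the single-dose screen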;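 further: plate controls were DMSO wells with enzyme plus substrate for no effect and substrate without enzyme for full effect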
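Test system: LMPTP-A, protein tyrosine phosphatase of low molecular weight; Input: 0.625 nM enzyme; Incubation: 50 min dark incubation at room temperature; Signal: endpoint fluorescence intensity from OMFP dephosphorylation; Read-out basis: % inhibition versus control wells.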
CendR NRP1 mod = modulators of CendR peptide binding to human neuropilin-1. O14786. FAM-RPARPAR peptide binding to NRP-1, fluorescence polarization. inhibition, % at 25 µM. 360,000 compounds, 0.85% hits. AID 602438;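 active means inhibition or corrected inhibition above about 18%, plus a signal ratio from 0.5 to 1.5, limit read from the data, passing the limit was not always enough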; further: strong numbers were not always called active
MsrA inh = inhibits bovine methionine sulfoxide reductase A | purified bovine MsrA, absorbance read-out | inhibition, % at 15.5 µM | 360,000 compounds, 0.75% hits; in the data active means inhibition above about 4.5%;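 further: 0% = vehicle wells with enzyme and 100% = reference inhibitor wells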
SUMO1 PPI mod = alters human SUMO1 binding to SIM partners; SUMO1 binding to a labelled peptide, TR-FRET, 1 h; inhibition, % at 20 µM; 360,000 compounds, 0.33% hits; AID 602429; in the data active means inhibition above about 37%
Target sequence (P63165 whole entry, looked up): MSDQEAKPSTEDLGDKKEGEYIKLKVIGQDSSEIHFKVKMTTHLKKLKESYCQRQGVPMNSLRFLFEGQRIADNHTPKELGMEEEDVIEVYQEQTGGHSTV
Scp-1 inhibitor = inhibitors of human Scp-1 phosphatase; Recombinant Scp1, phosphopeptide, malachite green phosphate absorbance; inhibition, % at 20 µM; 340,000 compounds, 0.88% hits; AID 493091;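 active means inhibition above about 50% at 20 µM, limit read from the data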;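 further: plate controls were DMSO wells with enzyme for no effect and wells lacking enzyme for full effect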
Target sequence (Q9GZU7 76-261 limits assumed): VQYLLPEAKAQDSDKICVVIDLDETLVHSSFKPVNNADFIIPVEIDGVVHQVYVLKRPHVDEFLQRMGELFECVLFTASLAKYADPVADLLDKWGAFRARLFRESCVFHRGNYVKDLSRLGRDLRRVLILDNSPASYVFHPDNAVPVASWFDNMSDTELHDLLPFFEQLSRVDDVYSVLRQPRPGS
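System: SCP-1 catalytic domain; Reagent: Phospho 17-mer peptide substrate; Doses: one concentration, 20 µM, with 1.0% DMSO; Incubation: 45 min room-temperature reaction, 5 min colour, 30 min stabiliser; Signal: Phosphate-binding colour reagent, absorbance read at 630 nm.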
MsrA act = bovine methionine sulfoxide reductase A activation; purified bovine MsrA, absorbance read-out; activation, % at 10.6 µM; 360,000 compounds, 0.3% hits; AID 602163; in the data active means activation above about 7.5%;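 further: 0% = vehicle and 100% = reference activator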
E coli Lon inh = inhibits E. coli Lon protease; inhibition, % at 7.94 µM; AID 602123; P0A9M0; 360,000 compounds, 0.42% hits; purified E. coli Lon protease, fluorescence polarization; in the data active means inhibition above about 13%, passing the limit was not always enough;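 further: 0% = enzyme with probe and DMSO and 100% = no enzyme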
Target sequence (P0A9M0 whole entry, looked up): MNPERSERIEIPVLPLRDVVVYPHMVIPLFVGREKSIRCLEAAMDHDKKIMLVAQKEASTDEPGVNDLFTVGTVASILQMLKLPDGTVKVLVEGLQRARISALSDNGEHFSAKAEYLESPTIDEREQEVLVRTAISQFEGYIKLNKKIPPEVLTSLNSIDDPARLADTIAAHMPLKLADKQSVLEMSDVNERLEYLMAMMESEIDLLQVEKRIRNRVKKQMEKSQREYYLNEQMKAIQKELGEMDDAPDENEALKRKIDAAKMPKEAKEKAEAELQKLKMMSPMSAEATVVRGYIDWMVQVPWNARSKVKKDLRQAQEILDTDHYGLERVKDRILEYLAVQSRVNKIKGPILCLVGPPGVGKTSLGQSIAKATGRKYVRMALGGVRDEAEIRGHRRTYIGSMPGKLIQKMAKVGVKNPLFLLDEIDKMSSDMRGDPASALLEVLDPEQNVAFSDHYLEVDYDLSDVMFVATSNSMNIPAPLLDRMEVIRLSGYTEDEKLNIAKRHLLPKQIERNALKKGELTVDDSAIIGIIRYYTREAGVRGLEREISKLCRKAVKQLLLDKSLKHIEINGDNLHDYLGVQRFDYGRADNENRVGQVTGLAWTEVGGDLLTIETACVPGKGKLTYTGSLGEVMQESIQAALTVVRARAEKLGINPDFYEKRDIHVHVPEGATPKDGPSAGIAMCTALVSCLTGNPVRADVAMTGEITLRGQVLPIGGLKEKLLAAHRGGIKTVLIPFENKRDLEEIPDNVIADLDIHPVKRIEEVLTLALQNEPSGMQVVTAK
STEP block = blocks human striatal-enriched tyrosine phosphatase; P54829; recombinant STEP, OMFP fluorogenic substrate, fluorescence; inhibition, % at 20 µM; 360,000 compounds, 0.25% hits; AID 588621;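 active means inhibition at 20 µM, scaled per plate between control wells, above about 37%, limit read from the data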;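 further: 0% = DMSO with enzyme and substrate and 100% = substrate only without enzyme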
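Also added – OMFP at 25 µM · Test system – STEP tyrosine phosphatase · Technique – FITC-channel fluorescence of OMFP product · Schedule – 20 min at room temperature, dark · Evaluation – control-normalized % inhibition with plate pattern correction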
DNMT1 block = DNMT1 (human) enzyme inhibition. DNMT1 molecular beacon, Hinp1I cleavage, fluorescence. inhibition (reported as % activation of signal), % at 10 µM. 360,000 compounds, 0.83% hits. AID 588458; in the data active means inhibition above about 50%
Tb MetRS inh = Trypanosoma brucei MetRS inhibition; 360,000 compounds, 0.4% hits; purified T. brucei MetRS, ATP depletion, Kinase-Glo luminescence; inhibition, % at 11.9 µM; AID 624268;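 active means inhibition above a per-plate cutoff of the control wells' mean inhibition plus 3 SD, cut at about 5.5% in these data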;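 further: 0% = DMSO wells median and 100% = median of wells with control inhibitor compound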
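technique = Kinase-Glo luminescence, ATP depletion format | system = purified MetRS (methionyl-tRNA synthetase) enzyme from Trypanosoma brucei | timing = 15 min preincubation, 2 h reaction, all 25 °C | evaluation = percent inhibition versus plate control medians | dosing = single dose, 11.9 µM final nominal, 0.9% final DMSO | also added = substrates ATP, L-methionine and bulk Escherichia coli tRNA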
* hit, by the source's call; . = not tested or not shown. Random draw from the library. About 4.3% of those tested had a hit in this group.

SMILES | LMPTP inh | CendR NRP1 mod | MsrA inh | SUMO1 PPI mod | Scp-1 inhibitor | MsrA act | E coli Lon inh | STEP block | DNMT1 block | Tb MetRS inh
CCOc1c(OC)ccc2c3c(c(=O)oc12)CCCC3 | -0.1 | -1 | 0.0 | -3 | -4 | -4 | -3 | 0 | 2 | -0.7
Cc1cc(C)c(C(=O)O)c(CC(C)(C)C(=O)O)c1 | 0.6 | 4 | 0.8 | 3 | -7 | -10 | 3 | 2 | 9 | -1.0
Cc1ccc(/C=C2\Sc3ccccc3C2=O)s1 | 3.0 | -34 | -0.5 | -22 | -10 | -5 | -31 | -2 | -5 | -0.2
CC(=O)Nc1ccc(NC(=O)CC(NC(=O)c2ccccc2)c2ccccc2)cc1 (centres undefined) | 1.1 | 8 | -0.2 | 1 | 12 | -8 | -6 | 0 | 0 | -1.7
COc1cc(C2CC(=O)C3=C(C2)Nc2ncnn2C3c2cccs2)cc(OC)c1OC (centres undefined) | -0.1 | 5 | 0.8 | -1 | -8 | -7 | -10 | 0 | 0 | -0.3
COc1ccc(C(=O)NCC2CCCO2)cc1S(=O)(=O)N1CCCc2ccccc21 (centres undefined) | 1.2 | -13 | -0.3 | -1 | -7 | -4 | -3 | 0 | 1 | -1.1
C/C=C(\C)CN1CCN(c2ccc(C)cc2)CC1 | -1.4 | 14 | 0.2 | -1 | -2 | 0 | 5 | 14 | 2 | -0.5
O=C(COC(=O)/C=C/c1ccccc1[N+](=O)[O-])NC1CC1 | -2.6 | 0 | -0.2 | -23 | -5 | -4 | -3 | -4 | 50* | 0.1
CCS(=O)(=O)c1ncc(Cl)c(C(=O)Nc2ccc(C)cc2)n1 | -0.8 | 5 | -0.7 | -6 | -5 | -8 | 6 | -2 | -1 | -0.5
COc1cc(S(=O)(=O)N2CCN(C(=O)C3CC3)CC2)ccc1NC(C)=O | -1.6 | -6 | -0.8 | -3 | 0 | -4 | -6 | -2 | 3 | 0.1
CCOC(=O)N1CCN(C(=O)c2ccccc2NC(=O)c2ccc(F)cc2)CC1 | 0.0 | 5 | 2.5 | -2 | 6 | -12 | 1 | 0 | 1 | -1.3
CCN1CCN(C(=S)NC(C)c2ccccc2)CC1 (centres undefined) | -2.9 | 2 | 0.3 | 2 | -7 | -4 | 7 | -1 | 3 | -0.5
CCSc1nc(N2CCOCC2)c2c(c1C#N)CCCC2 | 3.1 | 0 | 13* | -1 | -7 | -5 | -11 | 9 | -4 | -0.2
COc1cccc(N(CC(=O)Nc2ccccc2C(=O)N2CCCC2)S(C)(=O)=O)c1 | -0.8 | -4 | 1.5 | 3 | -5 | 1 | 6 | 0 | -1 | 0.1
COc1ccc(-c2nnc(NC(=O)Cc3ccccc3)o2)cc1 | 0.1 | 2 | -0.2 | -1 | -4 | -1 | -1 | 1 | -2 | -0.2

Random excerpt: 4 compounds from above, in no set order.
SMILES | LMPTP inh | CendR NRP1 mod | MsrA inh | SUMO1 PPI mod | Scp-1 inhibitor | MsrA act | E coli Lon inh | STEP block | DNMT1 block | Tb MetRS inh
COc1ccc(C(=O)NCC2CCCO2)cc1S(=O)(=O)N1CCCc2ccccc21 (centres undefined) | 1.2 | -13 | -0.3 | -1 | -7 | -4 | -3 | 0 | 1 | -1.1
O=C(COC(=O)/C=C/c1ccccc1[N+](=O)[O-])NC1CC1 | -2.6 | 0 | -0.2 | -23 | -5 | -4 | -3 | -4 | 50* | 0.1
COc1ccc(-c2nnc(NC(=O)Cc3ccccc3)o2)cc1 | 0.1 | 2 | -0.2 | -1 | -4 | -1 | -1 | 1 | -2 | -0.2
CCSc1nc(N2CCOCC2)c2c(c1C#N)CCCC2 | 3.1 | 0 | 13* | -1 | -7 | -5 | -11 | 9 | -4 | -0.2

Next section.
SMILES | LMPTP inh | CendR NRP1 mod | MsrA inh | SUMO1 PPI mod | Scp-1 inhibitor | MsrA act | E coli Lon inh | STEP block | DNMT1 block | Tb MetRS inh
O=C(NCCN1CCOCC1)c1cc(-c2ccccc2)on1 | -1.3 | 3 | 0.5 | -3 | -5 | -3 | -4 | -3 | 1 | -0.2
COc1ccc(/C=C/C(=O)Nc2ccccc2)cc1OC | -0.7 | -16 | 2.3 | -10 | -5 | -1 | -2 | -3 | 1 | -0.5
Cc1onc(-c2c(Cl)cccc2Cl)c1C(=O)N1CCN(c2ccc(F)cc2)CC1 | 0.0 | 1 | -0.2 | 2 | -5 | -1 | 3 | 0 | 0 | -0.1
CN(C)c1ccc(CC(=O)c2nc3ccccc3s2)cc1 | 0.6 | -14 | 0.6 | -1 | 1 | -10 | -7 | 0 | -3 | -1.1
Cc1cc(-c2n[nH]c(=S)n2/N=C/c2cccc([N+](=O)[O-])c2)n[nH]1 | -1.4 | -6 | 0.6 | 0 | 7 | 0 | 20 | -1 | 4 | -0.1
Cc1c(C(=O)N2CCN(c3ccccn3)CC2)oc2c1C(=O)CC(C)(C)C2 | 1.1 | 12 | 0.6 | 0 | -9 | -3 | -3 | 2 | 2 | 0.2
CCNS(=O)(=O)c1ccc(CCC(=O)Nc2ccc3c(c2)OCO3)cc1 | 0.2 | 5 | 0.6 | 2 | -12 | -3 | -1 | -1 | -6 | -0.1
COC(=O)c1ccccc1NC(=O)COC(=O)[C@H](C)NC(N)=O | -2.5 | 5 | -0.8 | -2 | -5 | -1 | -1 | 4 | -1 | 0.1
NC(=O)CN1C(=O)NC2(CCCc3sccc32)C1=O (centres undefined) | -1.7 | 9 | 0.4 | 5 | -9 | -6 | 1 | -2 | -1 | -1.0
Cc1ccc(C)c(NC(=O)C2CC3c4ccccc4C2c2ccccc23)c1 (centres undefined) | 0.6 | 4 | -0.2 | -1 | -2 | 0 | -4 | 3 | 26 | -1.0
Clc1ccc2scc(CN3CCCCC3)c2c1 | -0.5 | 8 | 0.1 | 7 | -2 | -8 | 6 | -6 | 6 | -0.7
O=C(Nc1ccc(Oc2ccccc2)cc1)c1ccc(Cn2c(=O)[nH]c3ccsc3c2=O)cc1 | 7.1 | -1 | -0.2 | 0 | 6 | -8 | -5 | -1 | 0 | 0.0
COc1cc2c(=O)n(CCC(=O)NCC3CCCO3)c(=O)n(CC(=O)Nc3ccccc3C)c2cc1OC (centres undefined) | 0.8 | 10 | -0.5 | 29 | -7 | 2 | -1 | -2 | 0 | 0.1
Nc1ccc2c(c1)C(O)c1cccc(C(=O)O)c1-2 (centres undefined) | -2.2 | 4 | -0.3 | 4 | 20 | -4 | -2 | -3 | -4 | 0.1
CC(=O)n1cc(C2CC(=O)OC3=C2CC(=O)C(C)(C)C3)c2ccccc21 (centres undefined) | -1.4 | -41 | -0.2 | 10 | . | -2 | -5 | -1 | 5 | -0.2
Nc1ccc(C(=O)NC23CC4CC(CC(C4)C2)C3)cc1 | 0.5 | 4 | 0.1 | 2 | -7 | -2 | -4 | 0 | 0 | 0.2
Cc1ccc(C(=O)OCc2cn(-c3ccccc3)nn2)cc1 | 0.9 | -19 | -0.2 | 1 | -8 | 0 | 3 | 4 | -1 | -0.6
CCS(=O)(=O)c1ccc2c(c1)N(S(C)(=O)=O)CC(C(=O)NCCOC)O2 (centres undefined) | -0.3 | -6 | -0.1 | -2 | -7 | -7 | -4 | -1 | 4 | -0.8
O=C(NNC(=O)c1cc2cc3ccccc3nc2s1)c1cccc(Cl)c1 | 63* | 3 | 1.2 | -2 | 98* | -11 | -4 | 97* | 78* | -0.8
Cc1cc(C)c(S(=O)(=O)c2cccc(C)c2C)c(=O)[nH]1 | -0.8 | 14 | 1.2 | 2 | -9 | -3 | -1 | 4 | 0 | 1.0
COc1ccc(NC(=O)NC2(C)CCS(=O)(=O)C2)cc1 (centres undefined) | 0.0 | 9 | 0.9 | 2 | -5 | -1 | 5 | -2 | 1 | 0.1
CC(=O)C[C@H](O)CC(=O)[C@H]1OC(=O)CCCCCc2ccccc21 | -0.3 | 8 | 0.3 | -1 | 1 | -6 | 3 | -1 | 7 | -1.6
Cc1ccc(C(=O)NC(N(C)C)C(Cl)(Cl)Cl)cc1 (centres undefined) | -0.6 | -9 | 1.4 | -4 | 2 | -9 | 5 | -1 | 1 | -1.2
COC(=O)c1sccc1-n1cccc1C(=O)C(=O)Nc1ccc(F)cc1 | 1.0 | 13 | 3.0 | -9 | -15 | -4 | -2 | 2 | -1 | -0.7
COC1=C/C(=C/c2c(N)n3nc(CC(=O)N4CCOCC4)sc3nc2=O)C=CC1=O | -0.8 | -102 | 2.8 | -9 | 34 | -4 | -48 | 1 | 4 | -1.0
NCCOc1ccccc1Cc1ccccc1 | -1.7 | 17 | -0.1 | -2 | -15 | -1 | 8 | -3 | 2 | 0.3
O=C1CN(C(=O)COC(=O)c2cc(Cl)ccc2[N+](=O)[O-])c2ccccc2N1 | 1.1 | 4 | 0.8 | -31 | . | -8 | -5 | -1 | 5 | 0.2
NS(=O)(=O)c1ccc(NC(=O)c2ccc3nccnc3c2)cc1 | 2.0 | -11 | 0.5 | -18 | -2 | -6 | -4 | -1 | -11 | -0.7
CN(c1ccc(OCC(=O)OCC(=O)Nc2ccccc2F)cc1)S(=O)(=O)c1cccs1 | -1.5 | 6 | 0.2 | 4 | -4 | -4 | 3 | -2 | -5 | -0.1
O=C(CSc1nc2ccc(N3CCOCC3)cc2c(=O)n1CCc1ccccc1)NCC1CCCO1 (centres undefined) | 0.1 | 6 | -0.5 | -1 | 0 | -2 | 2 | 3 | -5 | -0.3
CC(C(=O)NC1CCCC1)N(C(=O)Cn1nnc(-c2ccc(F)cc2)n1)c1ccccc1F (centres undefined) | -0.6 | 1 | 0.0 | -3 | 1 | -3 | 8 | 0 | 3 | -0.1
COC(=O)c1c(C)[nH]c(C(=O)/C=C/c2ccccc2)c1C | 0.7 | 4 | 0.0 | 2 | -12 | -2 | -22 | 2 | 16 | -0.1
COC(=O)c1ccc(-n2c(C)cc(-c3csc(NC(=O)c4ccc(S(=O)(=O)N(C)C)cc4)n3)c2C)cc1 | -0.4 | -16 | 0.9 | 7 | -24 | -2 | -14 | -1 | -29 | 0.1
Cc1c(C(=O)NC(=S)NCC(C)C)oc2ccccc12 | 0.7 | -16 | 0.6 | 2 | -11 | -4 | 7 | -1 | -2 | -0.2
CCOC(=O)c1cnc2c(C(F)(F)F)cccc2c1N1CCOCC1 | -0.4 | 9 | 1.8 | -2 | -9 | -7 | -4 | 0 | 0 | -1.5
COc1ccc(C(C)=O)cc1CSc1nc2ccccc2c(=O)n1-c1cccc(C)c1 | 1.9 | -12 | 0.9 | -11 | -11 | -1 | -23 | -2 | -3 | -0.8
C(=N\Nc1nc2ccccc2[nH]1)/c1ccc2c(c1)OCCO2 | 3.2 | -17 | 2.7 | -10 | -15 | -3 | -16 | 6 | -6 | 3.2
COCc1nnc(NC(C)=O)s1 | -0.1 | 16 | -1.0 | -1 | -7 | 0 | 2 | -3 | 0 | -0.7
